HEK293 tox = cytotoxic in the GLP-1 receptor inverse agonist counter-screen; HEK293 cAMP-luciferase reporter cells, luminescence, 24 h; 410,000 compounds, 0.13% hits; Potency, µM (highest dose often 38.3 µM), without a hit: at the top dose activity change, negative = inhibition, most hits filed as inhibitors;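 note: loss of luciferase light is scored as toxicity; % is set by controls: 0 for no effect and ±100 for the full control effect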
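Quantitative HTS format, 1536 wells, 200 cells/uL seeded. Compounds: 23 nL, 24 h, 37 °C. Detection: luciferase reagent, luminescence at 12 min RT; decreased signal taken as cytotoxic.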
GLP-1R agonist = agonists of human GLP-1 receptor; P43220; HEK293 GLP-1R CRE-luciferase, luminescence, 4-6 h; cells express a hypersensitive GLP-1R form; Potency, µM (titrated, usually from 45.6 µM), without a hit: at the top dose activation, actives largely listed as activators; 380,000 compounds, 0.007% hits; AID 624172; note: % of control where 0% means no effect
Target sequence (P43220 whole entry, looked up): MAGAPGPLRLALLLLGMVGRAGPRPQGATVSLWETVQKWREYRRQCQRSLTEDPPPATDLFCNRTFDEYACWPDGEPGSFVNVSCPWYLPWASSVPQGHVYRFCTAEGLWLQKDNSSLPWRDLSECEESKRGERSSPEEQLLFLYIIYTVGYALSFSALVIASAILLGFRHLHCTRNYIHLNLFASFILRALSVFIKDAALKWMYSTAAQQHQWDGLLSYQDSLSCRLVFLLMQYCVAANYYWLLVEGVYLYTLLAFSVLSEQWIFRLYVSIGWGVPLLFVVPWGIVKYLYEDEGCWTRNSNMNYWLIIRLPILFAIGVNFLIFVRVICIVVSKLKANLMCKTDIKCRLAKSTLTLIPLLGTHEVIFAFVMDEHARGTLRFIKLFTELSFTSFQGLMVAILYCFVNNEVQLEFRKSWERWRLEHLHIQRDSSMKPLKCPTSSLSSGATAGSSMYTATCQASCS
KB-V1 cytotox = kills drug-selected multidrug resistant KB-V1 cells | Potency, µM (titrated, usually from 46.1 µM), without a hit: at the top dose activity change, negative = cytotoxicity, usual class: cytotoxic | KB-V1 MDR cells viability, CellTiter-Glo, 72 h | 400,000 compounds, 3.4% hits; note: % is set by controls: 0 for no effect and ±100 for the full control effect; nearly all actives have a fitted effect of over 60% in size
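Drug-selected KB-V1 cells, grown in DMEM lacking phenol red with 10% FBS, receive compound titrations; after three days at 37 degrees C, surviving cell ATP is quantified by CellTiter-Glo luminescence and responses normalized and curve-fitted.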
TDP-43 yeast inh = TDP-43 toxicity inhibition in yeast; 410,000 compounds, 1.8% hits; Potency, µM (highest dose often 46.1 µM), without a hit: at the highest dose growth rescue (activation), hits mostly activators; TDP-43 expressing yeast growth rescue, BacTiter-Glo, 24 h; AID 652104; note: % of control where 0% means no effect; nearly all actives have a fitted effect of over 50% in size
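Yeast cells expressing TDP-43 under galactose induction are exposed to compounds for 24 hr at 30 deg C. BacTiter-Glo luminescence measures growth, so protective compounds score as activators.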
HT1080 IDH1KD tx = HT-1080 IDH1 knockdown cell toxicity (counter line) | AID 686971 | HT-1080 IDH1 knockdown viability, ATP luminescence, 48 h | 360,000 compounds, 2% hits | Potency, µM (series often up to 46.1 µM), inactives show at the top dose activity, negative = toxicity, actives largely listed as cytotoxic;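 note: 0% = DMSO wells and -100% = cell-free medium wells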
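CellTiter-Glo luminescence after 48 h compound exposure at 37 degrees C of IDH1-knockdown HT-1080 cells in 5% FBS RPMI. %Activity scaled between DMSO wells and cell-free media wells, with curves fitted and assigned curve classes.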
SW480 rereplic = induces DNA re-replication in SW480 colon adenocarcinoma cells; Potency, µM (series often up to 46.1 µM), for the others: top-dose re-replication activation, hits mostly activators; SW480 DNA re-replication, Hoechst DNA content imaging, 48 h; 340,000 compounds, 1.8% hits; note: % of control where 0% means no effect; nearly all actives have a fitted effect of over 55% in size
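Readout is total intensity of Hoechst-stained nuclei, excited at 405 nm and collected at 500-530 nm. Compound treatment lasted 48 hr at 37 C in 5% CO2 before staining.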
KB-3-1 tox = KB-3-1 parental cell cytotoxicity | 400,000 compounds, 1.4% hits | Potency, µM (top dose mostly 46.1 µM), for inactives: at the top dose activity change, negative = cytotoxic, hits mostly cytotoxic | KB-3-1 viability, CellTiter-Glo ATP luminescence, 72 h; note: % is set by controls: 0 for no effect and ±100 for the full control effect; nearly all actives have a fitted effect of over 60% in size
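KB-3-1 parental drug-naive adenocarcinoma cells in DMEM/10% FBS, incubated 72 h at 37 C with pin-transferred compounds across a concentration series. Viability by CellTiter-Glo luminescence; concentration-response curves fitted after normalization.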
HT1080NT lethal = kills 2HG-producing HT-1080-NT fibrosarcoma cells. HT-1080-NT fibrosarcoma viability, CellTiter-Glo ATP luminescence, 48 h. Potency, µM (series often up to 46.1 µM), for inactives: at the highest dose activity, negative = less viability, most hits filed as cytotoxic. 360,000 compounds, 1.6% hits. AID 686970;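 note: NT is the 2HG producing partner of a matched IDH1 knockdown line; 0% = DMSO-treated cells and -100% = media-only wells without cells; nearly all actives have a fitted effect of over 55% in size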
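Viability by CellTiter-Glo luminescence after 48 h compound exposure at 37C of HT-1080-NT cells (750/well, RPMI, 5% FBS). % activity scaled between DMSO wells and medium-only wells, then curve-fitted and categorized by curve class.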
GLP1R inv ag = inverse agonists of human GLP-1 receptor | P43220 | HEK293 GLP-1R CRE-luciferase, luminescence, 24 h; GLP-1R form is constitutively active | Potency, µM (top dose mostly 38.3 µM), for inactives: at the highest dose activity change, negative = inhibition, hits mostly inhibitors | 410,000 compounds, 1.6% hits; note: % is set by controls: 0 for no effect and ±100 for the full control effect; nearly all actives have a fitted effect of over 55% in size
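Inverse agonism was detected as reduced cAMP-driven luciferase luminescence after 24 h compound treatment. The cells were HEK293 clones expressing constitutively active human GLP-1R with the reporter. Reporter-only and GPR119 cell lines served as counterscreen controls.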
Starred values were filed as active, the others as inactive; ? = inconclusive; . = not tested or not shown; [ ] = dose if it differs, or a comment. Calls come from the whole dose curve; as a rule, active = well fitted curve in the direction sought with a large enough effect; inconclusive = small, poorly fitted or top-dose-only effect, or another doubt; inactive = no such curve, though single readings can be large; an effect the other way counts as inactive or inconclusive. Potency is the fitted concentration of half-maximal effect.

SMILES,HEK293 tox,GLP-1R agonist,KB-V1 cytotox,TDP-43 yeast inh,HT1080 IDH1KD tx,SW480 rereplic,KB-3-1 tox,HT1080NT lethal,GLP1R inv ag
Nc1nc2c(Cl)ccc(Cl)c2s1,-2%,13%,1%,?,-9%,?,-3%,-1%,29%
CCOC(=O)c1ccc(S(=O)(=O)NC2CCC(C)CC2)cc1 (stereo not drawn),3%,-3%,-19%,3%,-5%,-18%,-5%,-2%,?
CC(C)OC(=O)CCC(=O)Nc1nc2ccccc2s1,5%,5%,-15%,0%,-7%,-1%,4%,-2%,0%
Cc1ccc(C(=O)CCC(=O)Nc2ccc(C)cn2)cc1,-1%,3%,9%,12%,12%,-7%,2%,-2%,10%
COc1ccc(Cc2nnc(NC(=O)c3cccs3)s2)cc1OC,0%[7.66 µM],4%,?,12%,-28%,-4%,?,0%,0%[7.66 µM]
CSc1cccc(CN2CCCC(CO)(Cc3cccc(Cl)c3)C2)c1 (stereo not drawn),-14%,12%,14%,10%,6%,-10%,0%,14%,?
N#Cc1cc(-c2ccccc2)nnc1Sc1ccc(F)cc1,-3%,8%,-10%,19%,1%,1%,0%,0%,-2%
O=C(c1cc2cc3ccc(Cl)cc3nc2o1)N1CCCCCC1,-7%,3%,5%,6%,19%,2%,-2%,5%,21%
CN(c1ccccc1)C1CCCCC1NS(=O)(=O)c1ccc(Cl)cc1 (stereo not drawn),2%,2%,?,13%,?,-5%,-7%,-21%,?
Cc1nn(-c2ccccc2)nc1C(=O)NN,1%,-2%,-4%,3%,-5%,-15%,-3%,-7%,14%
COCCNC(=O)C(c1ccco1)N(Cc1ccc(OC)cc1)C(=O)Cn1nnc2ccccc21 (stereo not drawn),9%,0%,3%,-3%,-1%,-3%,4%,2%,-11%
CCNc1nc(=S)nc(NC(C)C)[nH]1,-8%,6%,-20%,12%,26%,-2%,19%,20%,-2%
CC(C)CC#Cc1ccc2c(c1)O[C@H](CN(C)C(=O)Cc1ccncc1)[C@H](C)CN([C@H](C)CO)S2(=O)=O,-15%,12%,-3%,6%,-13%,.,?,-6%,-29%
COc1cc2c(C(=O)N3CCN(C)CC3)c(C)n(-c3ccccc3)c2cc1Br,-5%,-16%,3%,-3%,-2%,-20%,-2%,-5%,-4%
CCCOC(=O)CSc1nc(N2CCOCC2)c2c(c1C#N)CC(C)(C)OC2,-10%,32%,-23%,9%,7%,-9%,3%,11%,?
COc1ccc(CCNC(=O)CSc2nc3ccsc3c(=O)n2CC2CCC(C(=O)O)CC2)cc1OC (stereo not drawn),-2%,-1%,?,-2%,-1%,-7%,9%,0%,10%
NC(=O)c1ccc(OCC(F)(F)F)nc1,1%,-5%,13%,-6%,0%,-7%,1%,-2%,13%
COc1ccc(-c2nc(NC(=O)CSCCO)sc2C)cc1,11%,4%,0%,-7%,0%,1%,0%,-16%,6%
O=C(Nc1ccccc1)Nc1snnc1C(=O)Nc1cccc(O)c1,-6%[7.66 µM],0%,?,5%[9.22 µM],-17%,-2%,11%,4%,-21%[7.66 µM]
Cc1ccc(C(O)c2ncc(-c3ccc(Cl)cc3)[nH]2)cc1 (stereo not drawn),-12%,9%,-1%,0%,?,.,0%,-29%,?
O=C1NC[C@H](CCCCN2C[C@H](Cc3ccc(O)cc3)N(Cc3ccccc3)C(=O)C2=O)N(CCc2ccccc2)C1=O,0%,-2%,0%,7%,13%,.,10%,11%,1%
Cc1ccc(NC(=O)NCC(c2cccnc2)N2CCOCC2)cc1 (stereo not drawn),-8%,-11%,12%,14%,-2%,-5%,6%,7%,-5%
Cc1nn(-c2ccc3ccccc3c2)c(=O)c2ccccc12,1%,11%,3%,?,-18%,11%,-13%,-4%,?
CC12CCC3c4ccc(O)cc4CCC3C1CC(O)C2O (stereo not drawn),-7%,2%,?,20%,-12%,-2%,-4%,3%,2%
Clc1cccc(Cl)c1CSc1cc2c(nn1)-c1ccccc1CC2,-4%,-10%,-7%,0%,9%,-2%,1%,0%,-5%
CC(C)CNC(=O)NC(=O)COc1ccc(C=O)cc1,-2%,3%,0%,-7%,8%,-6%,-2%,14%,0%
CC(C)c1onc(C(=O)N2CCN(Cc3ccccc3)CC2)c1[N+](=O)[O-],0%,5%,6%,5%,1%,?,0%,12%,-12%
O=C(NCCCn1ccnc1)C1CCN(S(=O)(=O)c2ccc(F)cc2)CC1,11%,9%,26%,-7%,22%,-1%,1%,-2%,?
CCC(=O)N1CCc2cc(S(=O)(=O)NCCC(=O)N3CCN(c4ccccc4)CC3)ccc21,-1%,-3%,5%,-5%,0%,86%,0%,-5%,7%
CCn1c(SC/C=C/c2ccccc2)nnc1-c1cccs1,-15%,8%,13µM*,7%,0%,-4%,-27%,-1%,0%
COc1ccc(C)cc1NC(=O)C1CCN(S(=O)(=O)c2ccc3[nH]c(=O)oc3c2)CC1,2%,.,1%,12%,.,.,0%,.,2%
Cc1ccc(NC(=O)CN(C)CC(=O)Nc2ccc(F)c(F)c2F)c(Cl)c1,28%,10%,?,-4%,19%,-2%,16%,-2%,?
CC(C)c1ccc(Nc2ncc3c(n2)CCN(C(=O)NC2CCCCC2)C3)cc1,-8%,-7%,-3%,?,18%,.,0%,17%,?
CN(Cc1ccccc1)Cc1ccccc1F,3%,2%,-7%,-8%,12%,-1%,0%,-1%,7%
CCOC(=O)CN1C(=O)SC(CC(=O)Nc2nccs2)C1=O (stereo not drawn),-6%,-3%,-1%,6%,14%,-7%,-2%,5%,-1%
CCOC(=O)C1C(=O)NC(N2CCN(c3ccccc3)CC2)=NC1c1ccco1 (stereo not drawn),-18%,1%,7%,2%,0%,-1%,2%,1%,-5%
Cc1ccc(NC(=O)c2ccc(NS(=O)(=O)c3cccc4cccnc34)cc2)cc1,?,9%,-5%,3%,?,4%,?,?,?
COc1ccc(-c2cc(C(=O)Nc3ccc(S(N)(=O)=O)cc3)c3ccccc3n2)cc1OC,56%[activator],2%,-26%,-20%,?,5.8µM*,-5%,-22%,17%
CN1CCN(C(=O)/C=C/c2ccc3c(c2)OCO3)CC1,2%,1%,18%,25%,5%,-9%,6%,8%,27%
C1=C[C@H]2CC[C@@H]1N(c1ccccc1)O2,2%,0%,0%,20%,7%,-45%[inhibitor],0%,5%,14%
CCN(CC)CCNC(C(=O)Nc1ccc([N+](=O)[O-])cc1Br)c1ccccc1 (stereo not drawn),-14%,0%,-8%,18%,-14%,1%,0%,-22%,?
CCSc1nnc(NC(=O)CSC2=NN3CCCC(=O)N=C3S2)s1,0%,-5%,-18%,-10%,19%,-14%,3%,22%,19%
CCN(c1ccc(OC)cc1)S(=O)(=O)c1nnc(NC(=O)c2ccco2)s1,-6%,-3%,19%,-16%,-6%,13%,-5%,-3%,4%
CCOc1ccc(NC(=O)CCS(=O)(=O)c2ccc(C)cc2)cc1,-1%,6%,1%,-10%,15%,-8%,-5%,26%,-13%
CC(C1CC1)N(C(=O)NC1CCS(=O)(=O)C1)c1ccccc1 (stereo not drawn),8%,-1%,41%,11%,6%,-13%,1%,3%,12%
COc1cccc(NC(=O)Cc2ccc(C)cc2)c1,1%,12%,14%,9%,7%,-6%,2%,2%,-4%
Cc1ccc(S(=O)(=O)N2CCN(C(=O)COC(=O)CC(C)c3ccccc3)CC2)c(C)c1 (stereo not drawn),2%,15%,6%,?,19%,-2%,17%,8%,-20%
O=C(C1CCC(CNS(=O)(=O)c2ccc(F)cc2)CC1)N1CCOCC1 (stereo not drawn),9%,0%,-5%,9%,9%,-4%,6%,1%,13%

Given with two lines to a compound: 8 of the compounds above.
Order of results: HEK293 tox | GLP-1R agonist | KB-V1 cytotox | TDP-43 yeast inh | HT1080 IDH1KD tx | SW480 rereplic | KB-3-1 tox | HT1080NT lethal | GLP1R inv ag
> CCN(CC)CCNC(C(=O)Nc1ccc([N+](=O)[O-])cc1Br)c1ccccc1 (stereo not drawn)
 : -14% | 0% | -8% | 18% | -14% | 1% | 0% | -22% | ?
> CCSc1nnc(NC(=O)CSC2=NN3CCCC(=O)N=C3S2)s1
 : 0% | -5% | -18% | -10% | 19% | -14% | 3% | 22% | 19%
> CCN(c1ccc(OC)cc1)S(=O)(=O)c1nnc(NC(=O)c2ccco2)s1
 : -6% | -3% | 19% | -16% | -6% | 13% | -5% | -3% | 4%
> CCOc1ccc(NC(=O)CCS(=O)(=O)c2ccc(C)cc2)cc1
 : -1% | 6% | 1% | -10% | 15% | -8% | -5% | 26% | -13%
> CC(C1CC1)N(C(=O)NC1CCS(=O)(=O)C1)c1ccccc1 (stereo not drawn)
 : 8% | -1% | 41% | 11% | 6% | -13% | 1% | 3% | 12%
> COc1cccc(NC(=O)Cc2ccc(C)cc2)c1
 : 1% | 12% | 14% | 9% | 7% | -6% | 2% | 2% | -4%
> Cc1ccc(S(=O)(=O)N2CCN(C(=O)COC(=O)CC(C)c3ccccc3)CC2)c(C)c1 (stereo not drawn)
 : 2% | 15% | 6% | ? | 19% | -2% | 17% | 8% | -20%
> O=C(C1CCC(CNS(=O)(=O)c2ccc(F)cc2)CC1)N1CCOCC1 (stereo not drawn)
 : 9% | 0% | -5% | 9% | 9% | -4% | 6% | 1% | 13%

High-throughput results deposited in PubChem by National Center for Advancing Translational Sciences (NCATS).
